High-throughput results (PubChem BioAssay)
POLK inh: inhibitors of human DNA polymerase kappa | AID 588579 | Q9UBT6 | Potency, µM (top dose mostly 107 µM), for inactives: at the highest dose activity, negative = inhibition, usual class: inhibitors | 400,000 tested, 0.53% active | purified Pol kappa, fluorescent DNA synthesis assay, 10 min; note: potency is the fitted concentration of half-maximal effect; % is set by controls: 0 for no effect and ±100 for the full control effect
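Fluorescent qHTS in 1536-well format: enzyme (10 nM) and compound sat 15 min at room temperature before 50 nM substrate (final) was added. Signal taken at 0 and 10 min; no-enzyme buffer wells were negative controls.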
BLM inh: inhibitors of human Bloom syndrome helicase BLM. P54132. recombinant BLM DNA unwinding, fluorescence dequenching. Potency, µM (highest dose often 56.1 µM), inactives show at the highest dose activity change, negative = inhibition, actives largely listed as inhibitors. 350,000 tested, 0.2% active. AID 2528;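 note: potency is the fitted concentration of half-maximal effect; plate controls were vehicle for no effect and no enzyme for full effect; nearly all actives have a fitted effect of over 35% in size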
Apoferritin bind: candidate novel general anesthetic via apoferritin binding | P02791 | apoferritin/1-aminoanthracene competitive binding, fluorescence | Potency, µM (highest dose often 77.5 µM), for the others: top-dose activity change, negative = displacement, usual class: inhibitors | 350,000 tested, 0.074% active | AID 485281; note: potency is the fitted concentration of half-maximal effect; % is set by controls: 0 for no effect and ±100 for the full control effect; nearly all actives have a fitted effect of over 20% in size
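Apoferritin-based anesthetic binding model; compound displacement of fluorescent 1-AMA measured as endpoint fluorescence after 10 minutes at room temperature, scaled to free-ligand and complex controls.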
RXFP1 antagonist: antagonists of human relaxin receptor RXFP1; HEK293-RXFP1, relaxin-stimulated cAMP HTRF, 30 min; hits give low values; Q9HBX9; 350,000 tested, 0.59% active; activity change, negative = inhibition, % at 57.5 µM; AID 1259400;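 active = activity change of -60% or lower, but not beyond a set lower limit; inconclusive = change between -60% and -40%, or beyond the set limit; inactive = change above -40%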; note: % is set by controls: 0 for no effect and ±100 for the full control effect
Target sequence (Q9HBX9 whole entry, looked up): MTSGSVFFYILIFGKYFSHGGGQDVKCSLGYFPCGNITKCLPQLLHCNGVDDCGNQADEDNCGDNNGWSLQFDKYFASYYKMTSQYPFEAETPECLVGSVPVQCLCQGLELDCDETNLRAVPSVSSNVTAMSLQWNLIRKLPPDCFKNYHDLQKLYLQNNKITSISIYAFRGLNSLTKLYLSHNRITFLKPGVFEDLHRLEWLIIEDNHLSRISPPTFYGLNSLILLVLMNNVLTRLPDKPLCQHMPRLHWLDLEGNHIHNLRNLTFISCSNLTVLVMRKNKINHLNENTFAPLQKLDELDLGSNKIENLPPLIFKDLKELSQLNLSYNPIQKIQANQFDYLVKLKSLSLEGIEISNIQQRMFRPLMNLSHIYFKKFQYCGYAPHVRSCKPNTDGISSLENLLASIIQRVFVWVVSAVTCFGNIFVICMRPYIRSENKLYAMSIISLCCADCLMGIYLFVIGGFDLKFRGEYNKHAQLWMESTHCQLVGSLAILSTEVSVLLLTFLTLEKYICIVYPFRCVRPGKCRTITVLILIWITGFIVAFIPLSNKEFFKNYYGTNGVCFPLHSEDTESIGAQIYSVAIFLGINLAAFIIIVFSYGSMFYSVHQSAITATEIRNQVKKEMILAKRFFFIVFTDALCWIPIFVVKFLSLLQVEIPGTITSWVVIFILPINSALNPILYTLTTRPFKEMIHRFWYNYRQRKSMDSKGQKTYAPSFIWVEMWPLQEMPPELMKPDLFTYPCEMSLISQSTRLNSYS
POLI inh: blocks human DNA polymerase iota activity. Pol iota fluorescent replication assay, 10 min. AID 588590. Q9UNA4. Potency, µM (titrated, usually from 115 µM), for inactives: at the highest dose activity, negative = inhibition, actives largely listed as inhibitors. 390,000 tested, 1% active; note: potency is the fitted concentration of half-maximal effect
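Pol iota at 10 nM preincubated 15 min with compounds at room temperature; reaction started with fluorescent substrate, 50 nM final. Fluorescence read kinetically at 0 and 10 min; buffer-only wells as negative control.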
APE1 inh: APE1 (human) endonuclease inhibition. P27695. recombinant APE1, TAMRA/BHQ-2 abasic DNA cleavage fluorescence. Potency, µM (titrated, usually from 65.8 µM), for the others: at the top dose activity change, negative = inhibition, hits mostly inhibitors. 350,000 tested, 0.35% active. AID 2517;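 note: potency is the fitted concentration of half-maximal effect; plate controls were vehicle for no effect and reference inhibitor for full effect; nearly all actives have a fitted effect of over 55% in size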
Target sequence (P27695 whole entry, looked up): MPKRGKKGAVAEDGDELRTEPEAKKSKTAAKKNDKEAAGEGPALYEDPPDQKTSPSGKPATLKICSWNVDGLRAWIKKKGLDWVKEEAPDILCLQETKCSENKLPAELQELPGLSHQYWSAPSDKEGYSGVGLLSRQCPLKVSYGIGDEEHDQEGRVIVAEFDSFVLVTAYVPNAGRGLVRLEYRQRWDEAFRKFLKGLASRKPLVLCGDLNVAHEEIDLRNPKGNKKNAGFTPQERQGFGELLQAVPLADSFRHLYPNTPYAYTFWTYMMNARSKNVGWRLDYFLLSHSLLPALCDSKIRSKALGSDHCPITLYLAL
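Readout is kinetic fluorescence (ex 525, em 598 nm) from cleavage of 50 nM TAMRA/BHQ-2 THF abasic duplex by 0.75 nM APE1, compound added 15 min beforehand at RT.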
Pol eta inh: DNA polymerase eta (human) inhibition | 390,000 tested, 1.2% active | Potency, µM (highest dose often 114 µM), for the others: top-dose activity change, negative = inhibition, usual class: inhibitors | recombinant Pol eta, fluorescent DNA replication assay | Q9Y253; note: potency is the fitted concentration of half-maximal effect; % is set by controls: 0 for no effect and ±100 for the full control effect
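Pol eta (10 nM) was preincubated with compounds for 15 min at room temperature, after which fluorescent replication substrate (50 nM final) was added to start the reaction. Fluorescence was read kinetically at 0 and 10 min.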
Tb PGK inh: blocks T. brucei phosphoglycerate kinase. P07378. Potency, µM (top dose mostly 57.5 µM), inactives show at the highest dose activity change, negative = inhibition, most hits filed as inhibitors. PGK/GAPDH coupled, Kinase-Glo luminescence, 60 min. 380,000 tested, 0.043% active; note: potency is the fitted concentration of half-maximal effect; % is set by controls: 0 for no effect and ±100 for the full control effect; nearly all actives have a fitted effect of over 60% in size
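Recombinant glycosomal PGK reaction used 1,3-bisphosphoglycerate generated in-well by GAPDH (100nM final) in 100mM TEA pH 7.6, 5mM MgCl2, 0.01% Tween-20. After 60 minutes at room temperature, ATP was read by Kinase-Glo Plus luminescence end-point.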
POLB inh: inhibitors of human DNA polymerase beta | P06746 | Pol beta primer extension/strand displacement, fluorescence kinetic | Potency, µM (highest dose often 114 µM), inactives show at the top dose activity change, negative = inhibition, usual class: inhibitors | 340,000 tested, 1.3% active; note: potency is the fitted concentration of half-maximal effect; % is set by controls: 0 for no effect and ±100 for the full control effect
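Homogeneous kinetic assay of primer extension and strand displacement by 10 nM Pol beta, preincubated 15 min at room temperature with compound before 50 nM substrate (final) was added. Read at 0 and 10 min; four-parameter Hill fit.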
* marks the source's active call; other numbers are inactive results; i = inactive; ? = inconclusive; . = no result given; & = joins results of further samples; [ ] = dose if it differs, or a comment. Unless noted, calls come from the whole dose curve; as a rule, active = well fitted curve in the direction sought with a large enough effect; inconclusive = small, poorly fitted or top-dose-only effect, or another doubt; inactive = no such curve, though single readings can be large; an effect the other way counts as inactive or inconclusive. Not all compounds are listed (hit frequency here may not be typical).

Under each structure: POLK inh	BLM inh	Apoferritin bind	RXFP1 antagonist	POLI inh	APE1 inh	Pol eta inh	Tb PGK inh	POLB inh
1) CC(N)Cc1c[nH]c2ccc(O)cc12 (centres undefined)
 : 15%	.	.	.	3%	0%&13%	-16%	i	2%[57.1 µM]
2) CC12CCC3C(CC=C4CC(O)CCC43C)C1CC(=CN1CCOCC1)C2=O (centres undefined)
 : -14%	.	.	-27	-2%	.	-3%	1%	.
3) O=C1NC(=O)C(Nc2ccc(Cl)c(Cl)c2)C(=O)N1
 : 0%	.	.	7	?	.	?	-13%	.
4) C(=NC12CN3CN(CN(C3)C1)C2)c1cccs1
 : -4%	-1%	-8%	3	6%	-3%	-8%	-3%	16%
5) CCC(=O)O[C@H]1CC[C@H]2[C@@H]3CCC4=CC(=O)CC[C@]4(C)[C@H]3CC[C@]12C
 : -13%	-7%[21.4 µM]	-9%[29.3 µM]	-68*	-6%	-9%[21 µM]	-6%	-1%	.
6) CC1CCC[C@H](O)CCCCCc2cc(O)cc(O)c2C(=O)O1 (some centres undefined)
 : -17%	-7%&-4%	-7%&-5%	.	-8%	-10%&12%	-10%	-1%	0%&3%
7) COC(=O)C1=C(c2ccccc2)C[C@@H]2CC[C@H]1N2C(=O)N1CCOCC1
 : -1%	.	.	.	20%	.	-18%	-9%	.
8) Cc1oc(-c2ccc(Cl)cc2)nc1CS(=O)CC(=O)N1CCC2(CC1)OCCO2 (centres undefined)
 : -10%	0%	-13%	8	-1%	-2%	-14%	-10%	16%
9) N#Cc1cn(C2OC(CO)C(O)C2O)c2ncnc(N)c12 (centres undefined)
 : -1%	.	.	-4	8%	.	-16%	i	.
10) COc1ccc(-c2cc3cc(OC)c(OC)cc3cn2)cc1OC
 : -23%	.	.	-11	?	.	-11%	1%	.
11) CCCCCn1c(=O)c(C(=O)Nc2nc(CC(=O)OCC)cs2)c(O)c2ccccc21
 : -4%	-1%	-3%	-6	90%[activator]	16%	-18%	-2%	11%
12) COc1ccc(-c2nc3ccc(C(=O)N4CCC5(CC4)OCCO5)cc3nc2-c2ccc(OC)cc2)cc1
 : -15%	-13%	9%	0	-3%	-12%	0%	-2%	8%
13) Cc1nn(Cc2ccccc2)c(C)c1C(=O)OCC(=O)Nc1cccc(S(N)(=O)=O)c1
 : -28%	-5%	-12%	-16	109%[activator]	-4%	-18%	-7%	-5%
14) CCC(C)NC(=O)CN1C(=O)CN=C(c2ccccc2)c2ccccc21 (centres undefined)
 : -2%	-1%	-7%	3	23%	0%	-14%	-5%	1%
15) C[C@]12CC[C@H](O)CC1=CC[C@@H]1[C@@H]2CC[C@]2(C)C(=O)CC[C@@H]12
 : 17%	.	.	.	14%	-1%	-12%	-4%	.
16) O=C1NC(=O)C(Cc2ccccc2)(Cc2ccccc2)C(=O)N1
 : -3%	.	.	2	7%	.	-18%	i	.
17) O=c1oc(-c2cccc(C(F)(F)F)c2)nn1-c1ccc(C(F)(F)F)cn1
 : 0%	-2%	-9%	-9	51%[activator]	-2%	-18%	0%	3%
18) S=C(Nc1ccccc1)Nc1cccc(Br)c1
 : 4%	-8%	-7%	3	17%	18%	-15%	.	6%
19) c1ccc2c(N3CCNCC3)cccc2c1
 : 8%[60.1 µM]	.	.	.	?	0%&3%	-2%[57.1 µM]	-3%	-14%[57.1 µM]
20) O=P1(NCCCl)OCCCN1CCCl (centres undefined)
 : 0%	5%[21.4 µM]	-7%[29.3 µM]	-2	15%	7%	-11%	-5%	.
21) CCCCn1c(=O)c(C=Nc2cccnc2Cl)c(O)n(CCCCl)c1=O
 : -12%	-2%	0%	-9	-4%	-3%	-6%	12%	-20%
22) Oc1ccc2c3c1OC1c4oc5ccccc5c4C[C@@]4(O)[C@@H](C2)N(CC2CC2)CC[C@]314 (some centres undefined)
 : -7%	.	.	.	-10%	18%	-8%	-4%	.
23) CCC(=O)c1cn(Cc2ccccc2)c2ccccc12
 : -6%	-5%	-15%	-35	78%[activator]	-7%	-14%	9%	1%
24) COc1ccc(OC)c(N2C(=O)NC(=O)C3(Cc4cc(C)ccc4N(C)C3)C2=O)c1 (centres undefined)
 : -11%	-1%	-21%	2	7%	-5%	8%	0%	2%
25) CN1CCN(Cc2cn3cccnc3n2)CC1
 : -15%	0%	3%	2	6%	-5%	-2%	0%	11%
26) COC(=O)C1=C(c2cccc(OCc3ccccc3)c2)C[C@@H]2CC[C@H]1N2C(=O)NCc1ccc([N+](=O)[O-])cc1
 : -1%	.	.	.	14%	15%	?	-3%	.
27) O=C(Cc1ccccc1)Oc1ccc([N+](=O)[O-])cc1
 : -7%	-1%	-14%	-10	49%[activator]	32%	-22%	-1%	27%
28) CN(C)c1ccc(C=C2C=CC=C2)cc1
 : -12%&-25%	.	.	-9	32%[activator]	.	-14%	-5%	.
29) COC(=O)C1=C(c2cccc(OCc3ccccc3)c2)C[C@@H]2CC[C@H]1N2C(=O)NCc1ccccc1OC
 : -20%	.	.	.	?	-4%	-11%	3%	.
30) CC(C)c1ccc(-n2c(O)c(C=NCCN3CCNCC3)c(=O)[nH]c2=S)cc1
 : 0%	3%	-6%	-7	-15%	3%	-5%	.	-18%
31) O=c1c2ccccc2nc(-c2ccccc2)n1-c1ccccc1O
 : -6%	0%	-17%	-2	2%	-6%	-14%	i	?
32) COc1cccc(N2C(=O)NC(=O)/C(=C/c3ccc([N+](=O)[O-])s3)C2=O)c1
 : 32µM*	-1%	-6%	-9	?	?	14µM*	-20%	?
33) CCc1ccc(N2C(=O)NC(=O)/C(=C/c3cccn3CCOc3ccc(C)cc3)C2=O)cc1
 : -15%	-14%	-7%	-11	?	?	?	1%	35%
34) CC(=O)[O][Sn]([c]1ccccc1)([c]1ccccc1)[c]1ccccc1
 : 5%[60.1 µM]	-1%	12%	.	.	-9%	.	.	.
35) CCN(CC)c1ccccc1
 : 16%	.	.	.	27%	17%&-1%	-5%	i	.
36) O=C(c1ccccc1)C1NC1c1ccccc1 (centres undefined)
 : 3%	-4%	8%	-10	119%[activator]	9%	-6%	8%	9%
37) Cc1cccc(-n2c(O)c(C=NCCN3CCNCC3)c(=O)[nH]c2=S)c1
 : -7%	2%	-11%	5	64%[activator]	26%	2%	-6%	21%
38) CN1CCN(c2ccc(N)cc2Cl)CC1
 : -10%	-2%	-12%	-3	70%[activator]	-4%	-3%	0%	8%
39) CCN(CC)CCCN=C(C)c1c(O)n(-c2ccc(C)cc2)c(=O)[nH]c1=O
 : -15%	0%	-10%	0	?	2%	-3%	-10%	-1%
40) COC1=CC2[C@@H]3Cc4ccc(OC)c(O)c4[C@]2(CCN3C)CC1=O (some centres undefined)
 : -17%	.	.	.	16%	4%	-8%	6%	.
41) CC(Cc1ccccc1Sc1ccc(O)cc1)N(C)C (centres undefined)
 : -3%	-10%	-4%	5	-12%	-1%	-3%	i	-10%
42) O=C(C1CCCN(Cc2ccc(Cl)cc2)C1)N1CCCCC1 (centres undefined)
 : -12%	-6%	-8%	6	41%[activator]	14%	-22%	-9%	4%
43) CCOc1ccc(/C=C2/C(=O)NC(=O)N(CCc3ccc(F)cc3)C2=O)cc1
 : -8%	0%	-10%	15	-10%	7%	-6%	-1%	-6%
44) Cc1ccc(C(O)P(=O)(OCCC(C)C)c2ccc(N(C)C)cc2)cc1 (centres undefined)
 : -10%[60.1 µM]	-7%	0%	-5	?	-12%	-13%	-9%	11%
45) CCOC(=O)/C(=N\Nc1ccccc1)N1CC1
 : -11%	-3%	5%	-5	97%[activator]	1%	-28%	3%	0%
46) CCN(CC)c1ccc(N=Cc2c(O)n(CCc3ccc(OC)c(OC)c3)c(=O)[nH]c2=O)cc1
 : -10%	-1%	4%	-12	24%	?	-6%	-5%	-26%
47) C=CCn1c(O)c(C(CC)=NCCC2=CCCCC2)c(=O)[nH]c1=O
 : -5%	-3%	-18%	-17	-9%	-1%	-13%	-11%	0%
48) CC1CC2CC(=O)C3CCCN4CCCC2[C@]34C1 (some centres undefined)
 : -2%[60.1 µM]	3%	-3%	.	.	2%	.	.	.
49) O=C(c1cc(C(=O)NCc2ccc(Cl)cc2)c(=O)n(Cc2ccc(Cl)cc2)c1)c1cc(F)ccc1O
 : -10%	-5%	-2%	3	146%[activator]	0%	-18%	3%	13%
50) CCN1CCN(C(=O)Cc2coc3ccc4ccccc4c23)CC1
 : 3%	-2%	-18%	2	-13%	0%	-17%	i	1%
51) Cc1ccc2c(c1)C1CN(C)CCC1N2C(=O)COc1ccc(S(=O)(=O)N2CCOCC2)cc1 (centres undefined)
 : -13%	4%	-12%	-6	-6%	1%	7%	-3%[11.5 µM]	33%
52) CC[C@@]1(O)C(=O)OCc2c1cc1n(c2=O)Cc2cc3ccccc3nc2-1
 : 8%[60.1 µM]	5%	95%[activator]	.	35%[activator]	9%	1%[57.1 µM]	.	-8%[57.1 µM]
53) CCOC(=O)C1=C(N)Oc2c(c(=O)oc3ccccc23)C12C(=O)N(C)c1ccccc12 (centres undefined)
 : ?	-5%	-18%	12	-5%&-10%	-2%	-13%	i	-18%

Entries of single compounds from above. Order of values: POLK inh	BLM inh	Apoferritin bind	RXFP1 antagonist	POLI inh	APE1 inh	Pol eta inh	Tb PGK inh	POLB inh
Entry for `C=CCn1c(O)c(C(CC)=NCCC2=CCCCC2)c(=O)[nH]c1=O` : -5%	-3%	-18%	-17	-9%	-1%	-13%	-11%	0%
Entry for `Cc1ccc(C(O)P(=O)(OCCC(C)C)c2ccc(N(C)C)cc2)cc1` (centres undefined) : -10%[60.1 µM]	-7%	0%	-5	?	-12%	-13%	-9%	11%
Entry for `CC(=O)[O][Sn]([c]1ccccc1)([c]1ccccc1)[c]1ccccc1` : 5%[60.1 µM]	-1%	12%	.	.	-9%	.	.	.
